# Screening data from PubChem BioAssay.
# TRHR enhancer: qHTS for Small Molecule Agonists and Allosteric Enhancers of Human TRH Receptor: Primary Screen for Enhancers; AID 493056, 2011; actives 0.66% (n = 360,000); TRHR cells, fluo-8 calcium fluorescence, EC20 TRH enhancement; Thyrotropin-releasing hormone receptor (Homo sapiens), P34981; enhancement, % at 2 µM; in the data active means enhancement above about 30%; further: 0% is about no effect
#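 Enhancer read-out: after compound pinning and an initial kinetic agonist-mode read, an EC20 of TRH (10 nM final) was injected and fluo-8 calcium signal (Ex 480/Em 530) followed at 1 s/cycle for 100 cycles in TRHR-expressing cells.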
# D2 agonist: HTS Assay for Allosteric Agonists of the Human D2 Dopamine Receptor: Primary Screen for Agonists. D(2) dopamine receptor (Homo sapiens), P14416. HEK293 T-REx D2 cells, calcium flux agonist mode. activation, % at 2 µM. actives 0.53% (n = 340,000);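 active means activation over 3 SD above normal in the single-dose calcium agonist read, cut at about 30% in these data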; further: 0% is about no effect
#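 Calcium-flux readout, 1 cycle/sec over 180 s following compound pin transfer, in inducible HEK293 Trex D2 cells (force-coupled); dopamine controls included. Positive calcium responses during this window marked compounds as potential agonists.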
# D2 antag: HTS Assay for Allosteric Antagonists of the Human D2 Dopamine Receptor: Primary Screen for Antagonists; HEK293 TREx D2 cells, calcium flux, dopamine EC80; actives 2% (n = 340,000); AID 485344, 2010; inhibition, % at 10 µM; in the data active means inhibition above about 30%; further: 0% is about no effect
#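 Cells plated overnight at 30 C with tetracycline; no-wash calcium dye, 30–90 min RT; 10 s baseline; compound pinned; 180 s read; EC80 dopamine added; another 180 s read.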
# D1 agonist: Allosteric Agonists of the Human D1 Dopamine Receptor: qHTS. activation, % at 2 µM. AID 504660, 2011. D(1A) dopamine receptor (Homo sapiens), P21728. actives 1% (n = 360,000). HEK293 T-REx D1 cells, calcium flux, agonist mode; in the data active means activation above about 30%; further: 0% is about no effect
#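 Inducible HEK293 T-REx D1 cells, force-coupled to calcium signalling, were plated at 4000 cells/well with tetracycline and held overnight at 30 C. After no-wash calcium dye loading, compound-evoked calcium rise over 180 s flagged agonists.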
# D1 antagonist: Antagonist of Human D 1 Dopamine Receptor: qHTS; HEK293 TREx D1 cells, calcium flux, dopamine EC80; active compounds read low; AID 504652, 2011; actives 3.2% (n = 360,000); activity change, negative = inhibition, % at 10 µM; in the data active means activity change below about -30%; further: on the % scale 0 is the no-effect control and ±100 the full control effect
#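 Tetracycline-induced HEK293 Trex D1 cells, force-coupled to calcium, dye-loaded; compounds added and read 180 s, then EC80 dopamine added and calcium flux tracked kinetically another 180 s.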
# RXFP1 ag: qHTS Assay for Agonists of the Relaxin Receptor RXFP1 | Potency, µM (top dose mostly 57.5 µM), without a hit: at the highest dose activation, most hits filed as activators | HEK293T-RXFP1 cAMP TR-FRET, 30 min; response scale: percent of porcine relaxin response, buffer zero | actives 0.3% (n = 370,000) | Relaxin receptor 1 (Homo sapiens), Q9HBX9; active means well fitted activation curve with a large enough effect; further: potency means the concentration at half of the fitted maximal effect; on the % scale 0 is the no-effect control and ±100 the full control effect; nearly all actives have a fitted effect of over 60% in size; many of its hits are not listed in these tables
# Target sequence (Q9HBX9 whole entry, looked up): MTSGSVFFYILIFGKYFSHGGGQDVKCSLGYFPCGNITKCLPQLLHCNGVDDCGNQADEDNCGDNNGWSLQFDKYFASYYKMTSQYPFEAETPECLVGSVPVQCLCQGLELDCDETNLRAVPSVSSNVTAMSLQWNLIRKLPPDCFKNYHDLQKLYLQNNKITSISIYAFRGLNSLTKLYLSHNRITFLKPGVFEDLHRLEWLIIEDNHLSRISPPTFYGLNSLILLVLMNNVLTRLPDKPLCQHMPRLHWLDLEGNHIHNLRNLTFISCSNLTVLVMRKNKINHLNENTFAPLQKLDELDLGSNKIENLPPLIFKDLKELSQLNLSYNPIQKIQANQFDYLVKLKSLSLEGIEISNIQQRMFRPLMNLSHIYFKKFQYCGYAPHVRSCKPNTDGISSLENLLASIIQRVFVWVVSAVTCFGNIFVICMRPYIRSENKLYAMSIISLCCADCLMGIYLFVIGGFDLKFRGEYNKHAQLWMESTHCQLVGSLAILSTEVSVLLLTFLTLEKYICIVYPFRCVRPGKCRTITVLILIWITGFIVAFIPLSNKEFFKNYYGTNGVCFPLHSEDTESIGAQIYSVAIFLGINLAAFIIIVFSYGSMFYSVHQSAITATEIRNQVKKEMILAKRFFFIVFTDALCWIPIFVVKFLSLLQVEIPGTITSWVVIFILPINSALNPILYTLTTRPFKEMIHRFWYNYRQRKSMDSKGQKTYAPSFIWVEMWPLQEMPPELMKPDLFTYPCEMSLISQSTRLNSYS
#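 cAMP rise read by TR-FRET after 30 min, 37C compound exposure (up to 58 uM) in RXFP1-transfected HEK293 cells with Ro 20174 present. EC50 from Hill-equation fits, with 29 nM porcine relaxin as 100% and buffer as basal.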
# RXFP1 antag: qHTS Assay for Antagonists of the Relaxin Receptor RXFP1; HEK293-RXFP1, relaxin-stimulated cAMP HTRF, 30 min; active compounds read low; Relaxin receptor 1 (Homo sapiens), Q9HBX9; activity change, negative = inhibition, % at 57.5 µM; AID 1259400, 2018; actives 0.59% (n = 350,000);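 active means activity change of -60% or lower, but not beyond a set lower limit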; further: on the % scale 0 is the no-effect control and ±100 the full control effect
# D2 potentiator: HTS Assay for Positive Allosteric Modulators of the Human D2 Dopamine Receptor: Primary Screen for Potentiators; HEK293 T-REx D2, calcium flux, EC20 dopamine potentiation; potentiation, % at 10 µM; AID 485347, 2010; actives 0.34% (n = 340,000);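 active means potentiation over 3 SD above the plate norm, cut at about 30% in these data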; further: 0% is about no effect
#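 Potentiation of an EC20 dopamine calcium response measured kinetically over 180 s, after a preceding 180 s compound-only read flagging agonists. Cells: inducible Hek293 Trex D2 line, 4000/well, cultured overnight at 30 C before dye loading.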
# D1 potentiator: Potentiators of Human D1 Dopamine Receptor: qHTS; D(1A) dopamine receptor (Homo sapiens), P21728; HEK293 TREx D1 cells, calcium flux, dopamine EC20 potentiation; potentiation, % at 10 µM; actives 0.036% (n = 360,000); in the data active means potentiation above about 30%; further: 0% is about no effect
# * hit, by the source's call; . = not tested or not shown; & = joins results of further samples. An excerpt; count on the stated rates, not on these rows.
SMILES,TRHR enhancer,D2 agonist,D2 antag,D1 agonist,D1 antagonist,RXFP1 ag,RXFP1 antag,D2 potentiator,D1 potentiator
C#CCOCCOCCOCCNc1nc(N2CCN(C(=O)[C@H](Cc3cc4ccccc4[nH]3)n3cc([C@@H](N)C(C)CC)nn3)CC2)nc(N2CCN(C(=O)[C@H](CCCCN)n3cc([C@@H](N)CC(C)C)nn3)CC2)n1 (some centres not stated),-5,0.1,2,-4,-10,1.2%,.,-7,3
COc1ccc(-n2c(C)c(C)c3c(NCCCO)ncnc32)cc1,-7,-0.4,11,2,9,0.0%,-15,2,6
CC(NC(=O)C1CCN(S(=O)(=O)N2CCC3(CC2)OCCO3)CC1)c1ccccc1 (configuration not stated),-5,1.0,0,-2,7,-2.3%,9,-2,4
NC(=O)CC(NC(=O)Cc1ccc(Br)cc1)c1ccc(N2CCN(c3ccccn3)CC2)c([N+](=O)[O-])c1 (configuration not stated),-3,-0.2,5,2,-20,2.1%,.,2,-3
CCOc1ccc(N=C2SC(C(=O)O)CC(=O)N2C)cc1 (configuration not stated),1,0.6,2,1,3,0.0%,5,3,3
CCOc1ccccc1NC(=O)CN1c2ccccc2S(=O)(=O)c2ccccc21,10,-0.1,.,15,2,18%,-4,0,-3
CC(NC(=O)c1ccc(F)cc1)c1nc2ccccc2n1Cc1ccccc1F (configuration not stated),-25,0.7,6,2,3,1.3%,16,-6,-5
CCOC(=O)c1cc(C(=O)Nc2ccccc2F)nn1C,0,-1.1,-7,2,-14,1.4%,-19,-1,5
C/C(N)=C(/C#N)C(=O)COC(=O)CNS(=O)(=O)c1ccc(C)cc1,4,1.8,12,1,-15,10%,11,-5,5
CCC1CCCCN1C(=O)CSc1nnc(CNC(=O)c2ccco2)o1 (configuration not stated),-2,0.4,8,2,6,2.8%,-8,-6,-4
CCc1ccc(NC(=O)C2(C)Cc3ccccc3C(=O)O2)cc1 (configuration not stated),1,0.9,-17,3,1,-3.8%,-16,17,4
CCOC(=O)C(O)C1CCc2c([nH]c3ccc(C)cc23)C1=O (configuration not stated),4,.,.,0,7,-0.8%,-6,28,-1
Cc1cc(C)c(NC(=O)CN2CCN3CCCC3C2)c(C)c1 (configuration not stated),-6,0.3,-7,1,-1,-0.1%,-7&7,2,-6
O=C1NC(Cc2c[nH]c3ccccc23)C(=O)N1CCOc1ccc(F)cc1 (configuration not stated),0,.,.,4,-24,0.3%,-14,.,-1
CCCc1cc(C(=O)N2CCCC(C(=O)c3ccc(Cl)cc3)C2)n(C)n1 (configuration not stated),-6,0.4,-1,14,-28,2.6%,-9,4,-6
O=C(Cc1cccc(F)c1)N1CCCC(CO)(Cc2ccc(F)cc2F)C1 (configuration not stated),-2,.,.,-1,31,-1.9%,1,.,-3
COc1cc2[nH]c(=S)nc(NCc3ccc(C)cc3)c2cc1OC,-9,-0.1,41*,1,0,1.5%,7,-5,-1
Cc1nc2cc(NS(=O)(=O)c3ccccc3)ccc2n1C,19,0.0,-14,8,-17,1.3%,0,2,4
OCC[C@H]1C[C@H](O)[C@@H](O)[C@]2(CCc3ccccc3O2)O1,-1,1.0,5,3,-6,2.7%,.,-7,4
Cc1ccc(C(=O)OCC(=O)NCCc2ccccc2)cc1C,5,0.5,2,2,-2,1.7%,-7,4,3
COc1ccc(CNC(=O)C(C)Sc2nc3ccccc3c(=O)n2CC2CCCO2)cc1 (configuration not stated),-1,0.4,-10,1,5,0.4%,-7,5,-7
COc1cccc(NC(=O)CSc2nc3n[nH]c(C)c3c(=N)n2-c2cccc(OC)c2)c1,2,0.4,-6,2,-31*,5.0%,-15,-7,-9
O=C1NC(Cc2ccccc2)c2nc3ccccc3c(=O)n2-c2cc(Cl)ccc21 (configuration not stated),3,-0.9,-8,2,2,0.2%,.,-2,-1
CC(=O)Nc1ccc(NC(=O)CN(C)CCC#N)cc1,5,-0.1,-28,1,4,-0.5%,24,17,1
CCOC(=O)/C=C/C(=O)OCC(=O)NCc1ccccc1,-7,-2.1,-3,3,1,-0.2%,-5,21,2

# Filtered by structure, the entries above containing sulfur (nine)
SMILES,TRHR enhancer,D2 agonist,D2 antag,D1 agonist,D1 antagonist,RXFP1 ag,RXFP1 antag,D2 potentiator,D1 potentiator
CC(NC(=O)C1CCN(S(=O)(=O)N2CCC3(CC2)OCCO3)CC1)c1ccccc1 (configuration not stated),-5,1.0,0,-2,7,-2.3%,9,-2,4
CCOc1ccc(N=C2SC(C(=O)O)CC(=O)N2C)cc1 (configuration not stated),1,0.6,2,1,3,0.0%,5,3,3
CCOc1ccccc1NC(=O)CN1c2ccccc2S(=O)(=O)c2ccccc21,10,-0.1,.,15,2,18%,-4,0,-3
C/C(N)=C(/C#N)C(=O)COC(=O)CNS(=O)(=O)c1ccc(C)cc1,4,1.8,12,1,-15,10%,11,-5,5
CCC1CCCCN1C(=O)CSc1nnc(CNC(=O)c2ccco2)o1 (configuration not stated),-2,0.4,8,2,6,2.8%,-8,-6,-4
COc1cc2[nH]c(=S)nc(NCc3ccc(C)cc3)c2cc1OC,-9,-0.1,41*,1,0,1.5%,7,-5,-1
Cc1nc2cc(NS(=O)(=O)c3ccccc3)ccc2n1C,19,0.0,-14,8,-17,1.3%,0,2,4
COc1ccc(CNC(=O)C(C)Sc2nc3ccccc3c(=O)n2CC2CCCO2)cc1 (configuration not stated),-1,0.4,-10,1,5,0.4%,-7,5,-7
COc1cccc(NC(=O)CSc2nc3n[nH]c(C)c3c(=N)n2-c2cccc(OC)c2)c1,2,0.4,-6,2,-31*,5.0%,-15,-7,-9

# (list continues)
SMILES,TRHR enhancer,D2 agonist,D2 antag,D1 agonist,D1 antagonist,RXFP1 ag,RXFP1 antag,D2 potentiator,D1 potentiator
Cc1cccc(OCC(=O)NNC(=O)c2cccs2)c1,-1,0.0,-4,5,-6,-1.3%,-29,4,-4
COc1ccc(C(=O)Nc2ccccc2C(=O)NCC2CCCO2)cc1 (configuration not stated),-1,-0.7,6,2,-14,3.7%,-22,-7,-3
CCc1ccc(NC(=O)CSc2nc3ccsc3c(=O)n2CCCCCC(=O)O)cc1,-1,-0.1,7,3,-7,1.1%,-12,3,-3
CC(=O)Oc1ccc(-c2cccc(C(=O)NCCO)c2)cc1,43*,0.8,-11,1,11,0.5%,-7,-4,-4
CCN(CC)S(=O)(=O)c1cc(NC(=O)CSc2nnc(-c3cccs3)o2)ccc1C,1,0.6,29,2,0,0.3%,26,9,-1
Cn1cc(-c2ccccc2)cc(C#N)c1=O,1,.,.,1,-10,7.1%,3,.,-1
Cc1ccc(C)c(OC(=O)c2cccnc2)c1,1,-1.0,-6,0,-1,0.2%,14,5,1
Cc1ccc2[nH]c(=O)c(CN(C)S(=O)(=O)c3cccc4nonc34)cc2c1,11,.,.,1,-1,1.8%,3,.,-2
CS(=O)(=O)N(CC(=O)N1CCN(c2cccc(Cl)c2)CC1)c1cccc(F)c1,-4,0.9,2,5,-4,-0.5%,-10,-4,2
O=[N+]([O-])c1cnn(-c2nc(-c3cccs3)cc(C(F)(F)F)n2)c1,6,2.1,-2,-1,7,5.9%,-10,7,1
CCCC(=O)NC(=S)Nc1ccc(NC(=O)c2cccs2)cc1,-6,-0.1,-6,-1,.,0.3%,-5,2,0
COc1ccc(NC(=O)N2CCN(c3nc(-c4cccc(OC)c4)cs3)CC2)cc1,7,0.5,-19,-2,2,0.1%,3,8,-4
N#Cc1ccc(/C=C2\CCCCn3c2nc2cc(C(=O)O)ccc2c3=O)cc1,-1,-0.3,9,0,4,-0.7%,-9,-6,4
Cc1ccc(C)c(NC(=O)C2CCCN(S(=O)(=O)c3cn(C)cn3)C2)c1 (configuration not stated),13,1.1,.,0,1,-1.9%,8,1,1
CC(=O)c1ccc(C#CC(C)(C)O)s1,-3,-0.4,1,2,-11,5.0%,-13,-3,-4
Cc1ccc(NS(=O)(=O)c2ccc3c(c2)CCC(=O)N3)cc1,-19,0.5,65*,0,2,1.4%,6,-25,-19
O=C(Oc1cncc(Cl)c1)c1ccco1,-1,0.4,-8,2,4,-3.2%,-22,4,-2
COc1ccc(C(=O)NCCCNC(=O)c2cnccn2)cc1,-4,-0.7,2,1,11,1.8%,19,-3,-11
CC(C)C12CN3CC(C(C)C)(CN(C1)C3c1ccccc1O)C2=O (configuration not stated),7,-1.4,8,4,-12,1.1%,-9,4,-4
O=C(CN1CCN(c2ccc(F)cc2)CC1)Nc1ccc(F)c(F)c1,-2,0.4,-7,0,-7,0.3%,-2,-6,-11
O=C(NCCN1CCOCC1)c1cc2sccc2n1Cc1ccc(Cl)cc1,-11,0.8,17,2,-18,1.3%,8,-21,-3
CCCc1cc(=O)oc2cc(C)c3c(C(C)(C)C)coc3c12,-1,0.8,.,1,0,0.7%,-21,13,2
O=C(COC(=O)Cc1ccc(Cl)cc1)NC1CCCC1,4,0.5,12,2,8,1.3%,2,-15,-8
COc1ccc(-c2cc(C(F)(F)F)nc(NC3CCCC3)n2)cc1OC,3,0.2,20,2,4,4.3%,-33,5,-1
Cc1ccc(/C=N/n2cnc3sc(C)c(C)c3c2=O)o1,6,-0.2,-4,3,-4,-1.1%,-19,47*,0
